# Screening data: PubChem BioAssay, several laboratories
# NR2E3 ag-1: inhibitors of NR2E3-RetCOR corepressor binding, primary screen, NR2E3 agonist project, biochemical, TR-FRET, GST-NR2E3, biotin-RetCOR; AID 2300, 2010; Photoreceptor-specific nuclear receptor (Homo sapiens), Q9Y5X4; inhibition of corepressor binding, % at 4.78 µM; 320,000 tested, 0.12% active; 1536-well;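 active = percent inhibition above the cutoff of mean plus 3 SD of all tested compounds, set per screening campaign, cut at about 20% in these data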;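 note: 0% = DMSO wells and 100% = biotin wells as full block of FRET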
# Target sequence (Q9Y5X4 whole entry, looked up): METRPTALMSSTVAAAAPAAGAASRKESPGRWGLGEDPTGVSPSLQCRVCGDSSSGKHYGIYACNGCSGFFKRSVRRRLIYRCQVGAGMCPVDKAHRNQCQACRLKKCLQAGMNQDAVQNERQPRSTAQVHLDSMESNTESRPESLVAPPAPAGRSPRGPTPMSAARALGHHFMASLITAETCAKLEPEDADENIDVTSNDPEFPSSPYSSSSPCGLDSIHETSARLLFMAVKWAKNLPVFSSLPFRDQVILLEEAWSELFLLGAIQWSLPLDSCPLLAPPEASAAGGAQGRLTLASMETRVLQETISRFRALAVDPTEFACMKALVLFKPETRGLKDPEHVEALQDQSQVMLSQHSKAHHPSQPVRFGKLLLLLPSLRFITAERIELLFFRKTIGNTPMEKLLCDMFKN
#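 System: GST-tagged NR2E3 plus biotinylated RetCOR corepressor; Buffer or medium: pH 7.5 Tris-based buffer; Probe or stimulus: RetCOR corepressor, biotinylated, 7 nM; Doses: compound at 4.8 µM, single dose; Schedule: 5 h incubation at 4 °C; Technique: time-resolved FRET; Evaluation: percent inhibition of TR-FRET ratio; Replication: one well per compound, singlicate testing.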
# CF NFkB inh: inhibitors of PAF-induced NF-kB signaling, primary screen, cell-based, GFP fluorescence, uHTS | 360,000 tested, 0.86% active | AID 588850, 2011 | inhibition, % at 5 µM | KKLEB NF-kB-GFP reporter, GFP fluorescence overnight;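 active = at least 50% inhibition at 5 µM, scaled per plate between neutral and stimulator controls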;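 note: PAF is a Pseudomonas aeruginosa culture filtrate used as stimulus; plate controls were PAF-stimulated DMSO wells for no effect and unstimulated DMSO wells for full effect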
# aDG glyco up: activators of alpha-DG glycosylation, primary screen, uHTS, Pro5-aDG cells, AlphaScreen. alpha-DG glycosylation AlphaScreen (IIH6); 0% Pro5, 100% B10-LARGE cell signal. activation, % at 10 µM. 360,000 tested, 0.22% active. AID 624168, 2012;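 active = activation of at least 8% versus controls, or a plate z-score of at least 8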;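 note: Pro5 are CHO cells carrying HIG-tagged alpha-DG that lacks glycosylation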
# HIF-2a block: HIF-2a reporter inhibitors, primary screen, luminescence, 786-0 RCC cells. 786-0 RCC cells HIF-2a reporter, luciferase luminescence, overnight. inhibition, % at 18.8 µM. 360,000 tested, 0.72% active. AID 624352, 2012;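 active = inhibition of the luminescence signal of 40% or more relative to plate controls, in a single-dose primary screen at 18.75 µM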
# TWEAK Fn14 block: inhibitors of TWEAK-Fn14 signaling, primary screen, luciferase reporter cells, uHTS. 360,000 tested, 2% active. AID 1159606, 2016. TWEAK-stimulated Fn14 reporter cells, luciferase luminescence, 8 h. inhibition, % at 10 µM; in the data active = inhibition above about 50%
# NR2E3 ag-2: NR2E3 agonists in two-hybrid cells, primary screen, cell-based, luminescence, CHO-S, Gal4-NCOR/VP16-NR2E3; luciferase; inhibition of corepressor binding, % at 3.98 µM; 360,000 tested, 0.35% active; AID 602229, 2012;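 active = inhibition above the mean of all tested compounds plus 3 SD, cut at about 70% in these data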;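 note: 0% = DMSO with NR2E3 transfected cells and 100% = cells lacking NR2E3 construct; higher means lower luciferase signal from less NR2E3 corepressor binding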
# Shn3 3UTR inh: reduction of Shn3 3'UTR firefly luciferase signal, primary screen, Schnurri-3 inhibitor project, cell-based, Clone20 osteoblasts, set 2 | inhibition, % at 12.5 µM | 360,000 tested, 0.52% active | Clone20 osteoblast Shn3 3'UTR firefly luciferase, 24 h;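 active = mean inhibition of at least 75% with every replicate also reaching 75%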;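 note: 0% = median of neutral control wells and 100% = pilot-screen positive control compound; some compounds past the cut are filed as inactive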
# hiPSC survival: enhancers of single-cell hiPSC survival, primary screen, ATPlite luminescence; 100% = ROCK inhibitor wells, 0% = DMSO; survival enhancement, % at 20 µM; AID 602274, 2012; 360,000 tested, 0.044% active; in the data active = survival enhancement above about 18%;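 note: cells exposed to compounds for 16 hours before the ATP read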
# Peg3 prom inh: Peg3 promoter-driven luciferase inhibitors, primary screen, cell-based, HeLa, luciferase luminescence; HeLa PEG-Prom luciferase reporter, overnight; inhibition, % at 20 µM; 360,000 tested, 1.7% active; AID 588405, 2011;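 active = inhibition of at least 50% at 20 µM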
# KKLEB tox: cytotoxicity in KKLEB CF airway cells, primary screen, cytotoxicity control for CF NF-kB inhibitor project, cell-based, uHTS, fluorescence assay plates; 360,000 tested, 0.36% active; AID 602141, 2011; activity change (cytotoxicity), % at 5 µM; KKLEB CF airway cells viability, ATPlite luminescence, overnight; active compounds read low; cells stimulated with P. aeruginosa culture filtrate;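 active = corrected activity change at or below -50% at 5 µM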
# MITF TRPM1 inh: inhibitors of MITF-dependent TRPM1 promoter reporter, primary screen, cell-based, SK-MEL-5, single point, luciferase; SK-MEL-5 TRPM1 promoter luciferase, 24 h; AID 488899, 2010; 330,000 tested, 0.83% active; inhibition, % at 12.5 µM;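 active = mean inhibition across replicates of 60% or more, whatever share of single replicates reaches that level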; note: values of inactives mirror those of a sister screen read the other way
# * marks the source's active call; other numbers are inactive results; x = no result given.
SMILES,NR2E3 ag-1,CF NFkB inh,aDG glyco up,HIF-2a block,TWEAK Fn14 block,NR2E3 ag-2,Shn3 3UTR inh,hiPSC survival,Peg3 prom inh,KKLEB tox,MITF TRPM1 inh
Cc1nn(-c2ccc(C(=O)O)cc2)c(N)c1-c1ccccc1,2,-1,0.2,-124,33,-127,-76,-2.4,-146,5,-54
c1ccc(-c2cn3c(n2)SCC3)cc1,2,6,-0.5,-115,-21,-24,-27,-1.0,-109,4,-49
COC(=O)C(NC(=O)COc1ccccc1)(Nc1nc2c(s1)CCCC2)C(F)(F)F (centres undefined),1,14,-0.1,-9,-6,3,-3,-1.6,17,3,4
Cc1cccc(C)c1NC(=O)N1CCC(n2cnc3ccccc32)CC1,3,10,-0.1,8,5,-6,16,0.6,9,4,-5
CCCS(=O)(=O)c1nnnn1-c1cccc(OC)c1,-4,90*,0.4,-42,69*,3,99*,-4.7,102*,-25,70*
COC(=O)c1ccc(CSC2=NCCS2)cc1,-1,10,-0.1,-166,-20,-37,-80,1.1,-227,-20,-80
CS(=O)(=O)c1ccc(C2=C(c3ccccc3)C(=O)OC2)cc1,2,-11,-0.2,-10,7,-45,1,2.6,-1,22,-5
CCN(CC)CCCC(C)NC(=O)c1cccc(S(=O)(=O)N2CCc3ccccc32)c1 (centres undefined),-2,-7,-0.1,19,13,-23,4,0.6,-21,0,9
O=c1c2ccccc2nc(-c2ccc(Br)cc2)n1Cc1ccccc1,2,11,2.3,3,13,-12,6,-2.8,8,3,2
COC(=O)c1cc(C(=O)OC)cc(-n2c(C)cc(C(=O)COC(=O)CNS(=O)(=O)c3ccc(C)cc3)c2C)c1,-3,0,-0.1,14,8,-23,4,3.1,29,-22,10

# 3 compounds picked at random from those above, as already listed:
SMILES,NR2E3 ag-1,CF NFkB inh,aDG glyco up,HIF-2a block,TWEAK Fn14 block,NR2E3 ag-2,Shn3 3UTR inh,hiPSC survival,Peg3 prom inh,KKLEB tox,MITF TRPM1 inh
COC(=O)C(NC(=O)COc1ccccc1)(Nc1nc2c(s1)CCCC2)C(F)(F)F (centres undefined),1,14,-0.1,-9,-6,3,-3,-1.6,17,3,4
O=c1c2ccccc2nc(-c2ccc(Br)cc2)n1Cc1ccccc1,2,11,2.3,3,13,-12,6,-2.8,8,3,2
Cc1cccc(C)c1NC(=O)N1CCC(n2cnc3ccccc32)CC1,3,10,-0.1,8,5,-6,16,0.6,9,4,-5

# (further entries)
SMILES,NR2E3 ag-1,CF NFkB inh,aDG glyco up,HIF-2a block,TWEAK Fn14 block,NR2E3 ag-2,Shn3 3UTR inh,hiPSC survival,Peg3 prom inh,KKLEB tox,MITF TRPM1 inh
CC12CCC3(CO)COC(c4ccccc4O1)C2C3 (centres undefined),3,-12,-0.1,5,-5,7,-23,-4.4,7,6,8
C/C(=N\NC(=O)CNC(=O)c1cccc(F)c1)c1ccc2ccccc2c1,-2,-5,-0.1,-13,8,7,1,0.6,9,-2,-3
O=C(COc1ccc([N+](=O)[O-])cc1)NNC(=O)c1cccs1,-2,7,-0.2,14,6,-4,-7,0.3,13,3,8
CC(C)(C)OC(=O)CNC(=O)c1nc[nH]c1C(=O)NCc1ccc(CNC(=O)OC(C)(C)C)cc1,3,7,-0.3,15,3,44,53,-2.3,23,-4,5
Cc1ccc(CONC(=O)c2ccc([N+](=O)[O-])cc2)cc1,-3,2,-0.4,-77,-13,-43,-17,-1.6,-68,13,-14
C=CCn1c(=O)c2ccccc2n2c(SC(C)C(=O)Nc3nc(-c4ccccc4)cs3)nnc12 (centres undefined),-3,0,-0.2,13,19,15,45,0.7,32,-5,0
Cc1cc(-c2nnc(CCC(=O)NCc3ccc(OC(F)(F)F)cc3)o2)no1,3,-3,0.1,-1,6,-1,0,-0.3,-22,-8,6
CCc1ccc(OCC(=O)NNC(=O)c2cc(S(=O)(=O)N(C)C)ccc2N2CCCC2)cc1,-4,-2,-0.2,5,-8,6,4,0.3,-18,-23,9
O=C(COC(=O)c1ccccc1)NCCCCc1ccccc1,x,17,-0.2,2,15,-8,15,-1.0,-4,2,x
COc1cccc(C(=O)Nc2ccc3nc4n(c(=O)c3c2)CCCCC4)c1,x,21,2.2,-256,-90,-59,-94,-1.9,-169,-22,x
O=C(c1cccs1)N(c1ccc(F)cc1)C1C=CS(=O)(=O)C1 (centres undefined),2,1,-0.2,15,-9,-25,-3,-0.2,-1,0,-4
c1coc(-c2nc3ccccc3s2)c1,x,1,0.1,-97,14,-50,-60,-2.1,-193,-12,-44
CCOc1cccc(-c2nc(C(N)=O)c3[nH]c(=O)n(-c4cccc(Cl)c4)c3n2)c1O,1,41,-0.2,-11,-1,-12,-6,-2.2,25,-45,1
COC(=O)c1c(N)[nH]c(C(=O)c2ccccc2)c1-c1ccc(Br)cc1,x,x,0.1,8,-4,-26,x,-1.0,x,x,x
FC(F)(F)c1nnc2sc(-c3ccccn3)nn12,1,-9,-0.3,8,8,-5,-1,0.3,-11,7,-3
Cc1ccc(-c2cn3cccnc3n2)cc1,1,-30,-0.3,-242,4,-52,-69,-0.5,-258,7,-77
Cc1cccc(-n2ncc3c2CCCC3NC(=O)C2CCOCC2)c1C (centres undefined),-4,2,1.1,7,8,18,48,0.2,10,-4,18
CCNC(=S)N/N=C/c1ccco1,-5,1,0.2,10,8,9,2,-0.9,-1,-9,5
Cc1cccc(NCc2ccc(O)c3ncccc23)c1,0,26,0.1,4,-3,-12,65,-0.9,20,-9,36
COc1cc(OC)c(/C=N/n2c(C3CCCCC3)n[nH]c2=S)c(OC)c1,2,-9,0.0,10,-4,-22,9,0.0,14,2,-7
CCOc1ccccc1NC(=O)CSc1nc2c(c(=O)n1C)SC(C)C2 (centres undefined),-3,5,1.5,21,14,-10,-3,-0.9,19,-8,6
O=C(CNC(=O)c1cccs1)N/N=C/c1ccco1,1,15,-0.3,-13,6,-28,1,1.5,-20,-2,-11
COc1cc2c(cc1OC)CN(C(=O)C1CCCN1S(=O)(=O)c1ccc(F)cc1)CC2 (centres undefined),2,13,-0.1,6,-7,5,9,-0.7,19,-6,-6
COc1ccc(C(=O)NC(=S)NC(C)c2ccccc2)cc1 (centres undefined),-5,3,-0.1,-83,-9,-1,-8,-0.4,-37,-9,-13
O=C(c1ccc([N+](=O)[O-])o1)N1CCN(c2nc3c(F)cc(F)cc3s2)CC1,2,10,3.7,-24,22,11,26,0.2,-5,-15,79*
CC(C)(C)CN1C(=O)C(=O)NC[C@@H]1Cc1ccc(O)cc1,4,0,-0.2,8,-1,-18,-12,-2.8,7,0,3
O=C(NNS(=O)(=O)c1ccc([N+](=O)[O-])cc1)c1ccncc1,1,2,-0.2,8,17,0,2,-0.1,0,10,15
O=C(N/N=C/c1ccncc1)c1nc(-c2ccccc2)n2c1CCCCC2,0,-7,-0.1,7,1,-16,-35,4.4,5,-3,3
CCOC(=O)N1CCN(C(=O)Cn2ncc3ccccc32)CC1,4,6,0.1,9,8,12,3,-0.2,2,-12,7
O=C(O)c1cc([N+](=O)[O-])c(NCc2cccnc2)c([N+](=O)[O-])c1,-1,-8,0.1,-3,9,4,-7,1.1,-7,0,-4
CN(Cc1ccccc1)c1ccc(C(CC(N)=O)NC(=O)Cc2ccc(Br)cc2)cc1[N+](=O)[O-] (centres undefined),0,-11,0.0,29,13,-12,13,-2.4,33,-9,-2
COc1ccc(NC(=O)c2nc[nH]c2C(=O)N[C@@H](C)c2ccccc2)cc1,-2,13,0.2,20,-1,-19,-11,-0.7,28,15,-11
COc1ccc(CN2CCSc3sccc3C2=O)cc1,2,12,-0.1,6,21,-40,-26,-0.5,1,12,2
O=C(NCc1ccc(Cl)cc1)C1=Cc2cc(Cl)ccc2OC1,-1,-20,0.2,12,8,-8,5,1.1,-10,7,7
CC(=O)Nc1ccc(C(=O)CSc2nc3ccccc3n2CC(=O)N2CCCC2)cc1,5,6,0.3,-8,-15,-24,-11,3.0,-1,-12,3
COc1ccc(C)cc1NC(=O)NCc1ccccc1F,4,-3,0.7,-26,5,-3,5,-1.1,-19,2,-12
CCC(=O)c1ccccc1OCC(=O)Nc1c(C)cccc1C,0,15,0.5,14,-6,-4,8,-1.9,1,8,7
O=c1c(/C=C(\O)c2ccccc2)nc2ccccc2n1-c1ccccc1,-2,-7,0.0,-184,-26,-26,-17,-0.6,-23,1,-46
NS(=O)(=O)c1ccc(CCNC(=O)CSc2nc3ccccc3c(=O)n2CCC(=O)N2CCCCC2)cc1,8,-14,-0.1,12,10,-10,-8,2.8,9,-20,-10
O=C(O)CSc1nnc(-c2ccc(Cl)cc2Cl)n1-c1ccc(Br)cc1,1,-4,0.2,14,10,-24,-3,1.0,11,-6,-5
CCOC(=O)N1CCN(c2ccc(C(=O)c3cccc(F)c3)cc2)CC1,3,4,0.4,-131,-3,-4,13,-0.6,-22,9,1
O=C(OCc1cn([C@H]2CN(Cc3cccs3)[C@@H](c3ccc(Cl)cc3)C[C@@H]2O)nn1)c1ccccc1,x,-8,-0.1,2,-3,16,-3,1.0,0,-4,x
Cc1ccc(NC(=O)C=NOCC(=O)Nc2cc(C)cc(C)c2)cc1,x,7,0.0,-39,-9,-24,6,-0.8,-12,-3,13
O=C(COC(=O)c1ccc(O)cc1)NCCC1=CCCCC1,0,-9,-0.2,4,0,-16,-21,-1.4,0,0,6
CCCCCCn1cnc2c(c1=O)c1nc3ccccc3nc1n2Cc1cccs1,-1,-18,0.0,8,10,-17,4,-1.7,9,2,-10
COc1ccc2nc3cccc(OC)c3nc2c1,-13,-80,0.1,-140,4,-55,-11,-0.8,-85,21,-18
Cc1ccc(S(=O)(=O)Nc2c(C)n(C)n(-c3ccccc3)c2=O)cc1C(=O)NCc1ccccn1,3,5,0.0,9,-5,-21,-8,18,-1,-4,1
CCOCC(=O)Nc1cccc(C(=O)OCC)c1,-3,-18,-0.4,-3,2,3,-8,2.7,3,-2,5
Cc1ccc(C(=O)Nc2cccc(S(=O)(=O)N(C)c3ccccc3)c2)o1,2,-10,-0.1,8,14,-20,8,-1.3,1,-1,8

# Compounds as they come; overall some 4.4% were active at least once.
